GALK inhibitor – inhibits human galactokinase; recombinant GALK, Kinase-Glo ATP luminescence, 1 h; P51570; Potency, µM (highest dose often 57.5 µM), inactives show top-dose activity, negative = inhibition, most hits filed as inhibitors; 44,000 tested, under 10 active; AID 1347072;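 further: plate controls were full GALK reaction for no effect and reaction lacking GALK for full effect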
Target sequence (P51570 whole entry, looked up): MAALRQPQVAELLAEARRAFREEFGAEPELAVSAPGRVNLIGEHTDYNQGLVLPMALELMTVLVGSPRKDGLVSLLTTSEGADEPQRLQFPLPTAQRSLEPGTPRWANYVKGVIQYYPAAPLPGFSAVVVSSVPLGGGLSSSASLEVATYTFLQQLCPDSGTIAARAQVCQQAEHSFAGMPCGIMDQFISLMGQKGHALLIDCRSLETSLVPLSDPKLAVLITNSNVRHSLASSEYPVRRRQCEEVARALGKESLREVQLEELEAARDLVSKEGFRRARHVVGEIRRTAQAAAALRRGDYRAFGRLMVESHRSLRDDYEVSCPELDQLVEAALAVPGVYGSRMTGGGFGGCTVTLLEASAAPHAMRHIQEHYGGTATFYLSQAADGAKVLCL
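Luminescent ATP-depletion readout (Kinase-Glo Plus, 10 min) after 1 h RT reaction of 5 nM GALK, 35 uM ATP, 100 uM galactose, pH 8.0 HEPES buffer. Decreased kinase activity scored as inhibition.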
p53null 39C kill – selectivity test: cytotoxicity in p53 null cells, nonpermissive temperature. H1299 p53-null (neo) cells, 39C, ATPlite viability, 24 h. Potency, µM (doses to about 46.1 µM), for the others: at the top dose activity, negative = cell killing, hits mostly cytotoxic. 55,000 compounds, 0.97% hits. AID 904;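 further: potency means the concentration at half of the fitted maximal effect; 0% = DMSO only and -100% = full killing by 100 µM tamoxifen; nearly all actives have a fitted effect of over 50% in size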
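Concentration-response (up to 46 uM) was run for 24 h at the nonpermissive 39C on H1299-p53A138V or H1299-neo cells. ATP content was measured with ATPlite luminescence. AC50 values were Hill-modeled after normalizing between DMSO and 100 uM tamoxifen killing.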
FH mod – Identification of activators of human fumarate hydratase by quantitative high-throughput screening; Fumarate hydratase, mitochondrial (Homo sapiens), P07954; FH coupled MDH/diaphorase resazurin fluorescence, 15 min; Potency, µM (series often up to 79.9 µM), for inactives: top-dose activity change, negative = inhibition, most hits filed as inhibitors; 54,000 compounds, 0.22% hits; further: potency means the concentration at half of the fitted maximal effect; on the % scale 0 is the no-effect control and ±100 the full control effect; the screen sought activators but most active calls are inhibition curves; nearly all actives have a fitted effect of over 45% in size
PTAP-TSG101 blk – blocks PTAP binding to human TSG101, validation; 44,000 tested, under 10 active; Potency, µM (highest dose often 115 µM), inactives show at the top dose activity change, negative = inhibition, most hits filed as inhibitors; Fluorescence polarization, FITC-PTAP peptide/Tsg101, 20 min; further: potency means the concentration at half of the fitted maximal effect; 0% is about no effect
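Compounds pinned into 10 uM Tsg101 binding domain, then 50 nM FITC-PTAP peptide added in pH 7.5 HEPES buffer; FP read after 20 min, room temperature. Total S+P intensity flags fluorescent compounds; active cut-off <25 µM, efficacy <60%.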
NTMT1 inh – blocks human N-terminal methyltransferase 1 activity; Potency, µM (highest dose often 114 µM), for inactives: top-dose activity change, negative = inhibition, most hits filed as inhibitors; Q9BV86; 59,000 compounds, 2.5% hits; NTMT1 MTase-Glo SAH luminescence, purified enzyme;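 further: potency means the concentration at half of the fitted maximal effect; plate controls were DMSO vehicle for no effect and no enzyme for full effect; nearly all actives have a fitted effect of over 65% in size; many of its hits are not listed in these tables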
Target sequence (Q9BV86 whole entry, looked up): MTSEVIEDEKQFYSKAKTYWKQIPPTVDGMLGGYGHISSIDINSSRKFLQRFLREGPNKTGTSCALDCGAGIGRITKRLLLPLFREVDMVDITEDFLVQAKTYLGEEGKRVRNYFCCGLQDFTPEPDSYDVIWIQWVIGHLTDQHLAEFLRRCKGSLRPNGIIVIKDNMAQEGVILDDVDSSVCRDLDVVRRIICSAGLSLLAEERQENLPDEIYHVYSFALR
B2AR arrestin ag – agonists recruiting beta-arrestin to human beta2-adrenergic receptor; HTLA Tango cells, beta-arrestin recruitment, luciferase luminescence, 18 h; Potency, µM (titrated, usually from 46.1 µM), for the others: top-dose activation, hits mostly activators; 44,000 tested, under 10 active; AID 1347077;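 further: potency means the concentration at half of the fitted maximal effect; 0% = DMSO and full agonism = EC100 isoproterenol or metaproterenol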
Target sequence (P07550 whole entry, looked up): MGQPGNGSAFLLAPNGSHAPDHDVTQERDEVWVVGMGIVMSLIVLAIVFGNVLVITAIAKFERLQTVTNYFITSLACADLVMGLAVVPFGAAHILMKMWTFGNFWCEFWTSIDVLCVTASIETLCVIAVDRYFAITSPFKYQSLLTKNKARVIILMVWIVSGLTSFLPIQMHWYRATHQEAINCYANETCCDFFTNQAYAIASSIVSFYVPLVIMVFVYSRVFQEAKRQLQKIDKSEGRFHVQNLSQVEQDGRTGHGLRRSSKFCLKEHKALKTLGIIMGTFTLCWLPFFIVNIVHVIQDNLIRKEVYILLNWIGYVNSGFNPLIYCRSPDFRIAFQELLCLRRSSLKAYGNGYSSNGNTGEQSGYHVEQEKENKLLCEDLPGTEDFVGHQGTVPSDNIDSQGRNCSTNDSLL
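Tango cells expressing recombinant beta2-AR and beta-arrestin were treated with compounds (up to 46 microM titration) in DMEM with 1% FBS for 18 hr at 37 degrees C. Beta-arrestin recruitment drove tTA-dependent luciferase, read by luminescence; curves were fitted and classed.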
p53null 32C tox – kills p53 null cells at the permissive temperature; 55,000 compounds, 0.62% hits; AID 903; H1299-neo p53 null cells, ATP luminescence, 24 h, 32C; Potency, µM (doses to about 46.1 µM), without a hit: top-dose activity change, negative = cytotoxicity, hits mostly cytotoxic;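 further: potency means the concentration at half of the fitted maximal effect; 0% = DMSO only and -100% = full killing by 100 µM tamoxifen; nearly all actives have a fitted effect of over 55% in size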
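Luminescent ATP readout gave cell viability of p53-null H1299-neo cells after a 24 h compound exposure at the permissive 32C. Titrations ran up to 46 uM, and AC50s were fitted with the standard Hill equation.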
* = called active by the depositor; ? = inconclusive; nt = no result given; [ ] = another dose, or the depositor's remark. The call rests on the fitted dose curve; in most records, active means well fitted curve in the direction sought with a large enough effect; inconclusive means small, poorly fitted or top-dose-only effect, or another doubt; inactive means no such curve, though single readings can be large; an effect the other way counts as inactive or inconclusive. These rows are one share of the data; rates above refer to the full screens.

SMILES	GALK inhibitor	p53null 39C kill	FH mod	PTAP-TSG101 blk	NTMT1 inh	B2AR arrestin ag	p53null 32C tox
COc1ccc(NC(=O)CSC2=Nc3ccccc3C3=NC(CC(=O)NCc4ccco4)C(=O)N23)cc1 (stereo not drawn)	-1%	-10%	-9%	-8%	4%	-2%	-5%
CC(C)(C)OC(=O)N1CCC(c2c(C(=O)NCc3ccco3)cnn2-c2ccccc2Cl)CC1	1%	3%	-8%	-5%	5%	-1%	20%
CCc1ccccc1NC(=O)Cn1nc(-c2cc(C)ccc2C)c2c(c1=O)CCCC2	0%	22%	?	1%	89µM*	?	-2%
CCC(CC)c1nn2c(=O)cc(COc3ccc(NC(=O)c4ccc(C)cc4)cc3)nc2s1	5%	-24%	2%	1%	2%	1%	?
CCN(CC)CCCNC(=O)c1ccc2nc(N3CCCCC3)sc2c1	5%	0%	-20%	-10%	-18%	-1%	0%
Cc1nc(-c2ccc(F)cc2)sc1CCNC(=O)C(=O)Nc1ccc2c(c1)OCCO2	-1%	-8%	-2%	2%	-3%	0%	-1%
COc1cccc(N2CCN(C3=NS(=O)(=O)C(c4ccc(C)cc4)=C3C)CC2)c1	-9%	2%	6%	3%	10%	0%	0%
Cc1ccccc1-c1nnc(SCC(=O)N2CCCCC2)o1	4%	-5%	0%	-9%	-6%	1%	-21%
Cc1cccc(C(=O)Nc2nnc(S(=O)(=O)N(C)c3ccccc3C)s2)c1	0%	1%	-5%	3%	5%	-1%	3%
O=C(CCCn1c(=O)c2cccn2c2ccccc21)Nc1cc(C(F)(F)F)ccc1Cl	0%	-16%	-1%	0%	2%	0%	9%
Cc1ccc(OCCCC(=O)Nc2sc3c(c2C(N)=O)CCCC3)cc1	0%	34%[activator]	?	0%	-3%	0%	7%
COc1ccc(-c2nc(CSc3nncn4c3cc3oc(C)cc34)c(C)o2)cc1	-7%	-26%	1%	3%	-14%	-1%	9%
Cc1ccc(NC(=O)c2cccc(NC(=O)N3CCSc4ncccc43)c2)cc1Cl	0%	-11%	5%	-5%	?	1%	-9%
COc1ccc(OCC(=O)Nc2cc(-c3nc4ccccc4o3)ccc2Cl)cc1	8%	5%	-2%	2%	1%	0%	-9%
CCc1nn(CCCC(=O)NCc2cc(Br)ccc2OC)c(=O)c2cc3occc3n12	5%	-18%	?	1%	-18%	-1%	13%
CC(C)(C)C1CCc2c(sc3nnn(CCOc4ccccc4)c(=O)c23)C1 (stereo not drawn)	-1%	6%	-15%	5%	3%	-1%	-13%
O=C(Nc1ccc(S(=O)(=O)N2CCC(c3nc4ccccc4s3)CC2)cc1)c1ccc(F)cc1	2%	-1%	30%	-1%	6%	6%	6%
Nc1c(C(=O)Nc2ccc(C(F)(F)F)cc2)sc2nc(-c3cccs3)ccc12	0%	15%	-4%	1%	8%	-2%	3%
Cc1cccc(Cn2c(=O)n3nc(-c4ccccc4)nc3c3ccccc32)c1	-5%	-9%	-17%	1%	-18%	-2%	13%
Cc1ccccc1-c1noc(CSc2nnc(-c3ccncc3)n2-c2ccc(F)cc2)n1	2%	8%	-11%	-3%	-3%	-2%	-12%
Cc1cc(C)cc(NC(=O)N2CCC(CN3CCOCC3)CC2)c1	2%	-9%	-3%	-4%	10%	-1%	-1%
COC(=O)c1ccccc1NC(=O)C1CCCN(C(=O)c2cnn(-c3ccc(F)cc3)c2-n2cccc2)C1 (stereo not drawn)	2%	21%	-17%	-13%	-9%	0%	12%
COC(=O)c1scc(-c2ccc(C)cc2)c1S(=O)(=O)Nc1cc(Cl)c(OC)cc1OC	4%	27%	-20%	3%	-8%	2%	11%
CCOc1ccccc1NC(=O)CSc1nc2cc(OC)c(OC)cc2c2nc(-c3ccccc3)nn12	0%	4%	1%	-3%	9%	0%	6%
COc1ccc(N2CCN(c3ncnc4c3cnn4-c3ccc(C)c(Cl)c3)CC2)cc1	3%	-8%	-5%	-1%	-9%	0%	2%
CCOC(=O)c1cc(-c2ccc(OC)cc2)n(CCC(=O)Nc2cccc(C(C)=O)c2)c1C	4%	?	-11%	1%	6%	-1%	-9%
CCCCN(CC)C(=O)Cn1nc(C)c2c(C)n(-c3ccccc3)nc2c1=O	3%	-10%	-4%	-5%	2%	0%	2%
Cc1cccc(CNC(=O)c2ccc(Cn3c(SCc4cccc(F)c4)nc4cccnc43)cc2)c1	1%	-7%	-24%	-13%	?	2%	19%
Cc1ccc(C)c(CNC(=O)c2ccc3c(c2)nc2n3CCOC2)c1	3%	-11%	-20%	0%	0%	1%	-7%
CCc1ccc(NC(=O)CC2C(=O)N(c3ccccc3)C(=O)N2C(C)C)cc1 (stereo not drawn)	2%	-12%	nt	-1%	nt	1%	-10%
Cc1ccc(CSc2nc3cccnc3n2Cc2ccc(C(=O)NC3CC3)cc2)cc1	1%	3.2µM*	-3%	0%	-10%	0%	2.5µM*
Cc1ccc(C2CC(=O)n3nc(-c4ccc(Cl)cc4)nc3S2)cc1 (stereo not drawn)	1%	-27%	0%	-9%	-8%	1%	4%
CCOC(=O)c1ccc(NC(=O)C2=C(C)C(=O)OC23CCCCCC3)cc1	0%	-28%	4%	-11%	-8%	0%	-4%
COc1ccc(S(=O)(=O)N(CC(=O)Nc2cccc(C)c2)c2ccc(C)cc2)cc1OC	0%	2%	?	0%	-9%	3%	30%
Cc1ccc(Nc2c(-c3ccc(N4CCOCC4)cc3)nc3ccc(Cl)cn23)cc1	7%	-12%	0%	-5%	-6%	0%	3%
COc1ccc(CCNC(=O)Cn2c(=O)cc(C(F)(F)F)c3c(C)nn(C)c32)c(OC)c1	-1%	-4%	-23%	0%	4%	0%	0%
O=C(NCCc1csc(-c2ccc(Cl)cc2)n1)c1cccs1	0%	-13%	?	3%	1%	-1%	-3%
CCCc1cc(=O)[nH]c(Nc2ccc(C(=O)O)cc2)n1	0%	-3%	nt	2%	nt	0%	2%
COC(=O)c1ccc(NS(=O)(=O)c2ccc3[nH]c4c(c3c2)CCCCC4)cc1	0%	16µM*	?	-3%	?	0%	36%[activator]
COCCn1c(CNC(=O)c2ccc(C)cc2)nc2cccnc21	-7%	19%	-3%	2%	3%	0%	5%
Cc1ccc(C)c(N2CCN(C(=O)C3CCN(Cc4nc(-c5cccc(Cl)c5)oc4C)CC3)CC2)c1	0%	-7%	?	-2%	?	-2%	-2%
COc1ccc(Br)cc1CNCc1c(C(=O)O)c(C)n(Cc2ccccc2C)c1C	0%	-12%	-2%	-3%	-13%	-1%	14%
CCOc1ccc(NC(=O)C2CCCN(c3nnc(C)c4c(C)n(-c5ccccc5)nc34)C2)cc1 (stereo not drawn)	0%	9%	-14%	-3%	2%	0%	4%
CCC(C)Nc1ncnc2c1cnn2-c1ccc(F)cc1 (stereo not drawn)	2%	?	19%	-3%	-15%	0%	?
Cc1ccc(-n2ncc3c(NC4CCCC4)ncnc32)cc1	-2%	?	1%	4%	-12%	-1%	7.9µM*
CC(NC(=O)c1cc(-c2ccc(Cl)cc2)on1)c1ccccc1 (stereo not drawn)	0%	22%	7%	-9%	?	1%	-9%
O=C(CCOc1ccccc1)N(Cc1cccnc1)c1nc2c(F)cc(F)cc2s1	-1%	33%[activator]	-15%	3%	-6%	-4%	-13%
CCCOc1ccc(C2C(=O)N(C3CCCCC3)CC(=O)N2CCc2ccccc2)cc1OC (stereo not drawn)	-1%	7%	-20%	-1%	0%	0%	-2%
COc1ccc(C)c2sc(N(Cc3cccnc3)C(=O)C3CCCCC3)nc12	2%	-10%	-11%	-1%	-5%	-2%	28%
CCOC(=O)c1scc(-c2ccc(C)cc2)c1S(=O)(=O)Nc1cc(Cl)ccc1OC	4%	13%	-22%	0%	-6%	0%	5%

11 entries from above, with two lines to a compound:
Values run as follows: GALK inhibitor, p53null 39C kill, FH mod, PTAP-TSG101 blk, NTMT1 inh, B2AR arrestin ag, p53null 32C tox
- O=C(NCCc1csc(-c2ccc(Cl)cc2)n1)c1cccs1
→ 0%, -13%, ?, 3%, 1%, -1%, -3%
- CCCc1cc(=O)[nH]c(Nc2ccc(C(=O)O)cc2)n1
→ 0%, -3%, nt, 2%, nt, 0%, 2%
- COC(=O)c1ccc(NS(=O)(=O)c2ccc3[nH]c4c(c3c2)CCCCC4)cc1
→ 0%, 16µM*, ?, -3%, ?, 0%, 36%[activator]
- COCCn1c(CNC(=O)c2ccc(C)cc2)nc2cccnc21
→ -7%, 19%, -3%, 2%, 3%, 0%, 5%
- Cc1ccc(C)c(N2CCN(C(=O)C3CCN(Cc4nc(-c5cccc(Cl)c5)oc4C)CC3)CC2)c1
→ 0%, -7%, ?, -2%, ?, -2%, -2%
- COc1ccc(Br)cc1CNCc1c(C(=O)O)c(C)n(Cc2ccccc2C)c1C
→ 0%, -12%, -2%, -3%, -13%, -1%, 14%
- CCOc1ccc(NC(=O)C2CCCN(c3nnc(C)c4c(C)n(-c5ccccc5)nc34)C2)cc1 (stereo not drawn)
→ 0%, 9%, -14%, -3%, 2%, 0%, 4%
- CCC(C)Nc1ncnc2c1cnn2-c1ccc(F)cc1 (stereo not drawn)
→ 2%, ?, 19%, -3%, -15%, 0%, ?
- Cc1ccc(-n2ncc3c(NC4CCCC4)ncnc32)cc1
→ -2%, ?, 1%, 4%, -12%, -1%, 7.9µM*
- CC(NC(=O)c1cc(-c2ccc(Cl)cc2)on1)c1ccccc1 (stereo not drawn)
→ 0%, 22%, 7%, -9%, ?, 1%, -9%
- O=C(CCOc1ccccc1)N(Cc1cccnc1)c1nc2c(F)cc(F)cc2s1
→ -1%, 33%[activator], -15%, 3%, -6%, -4%, -13%

(listing goes on)
SMILES	GALK inhibitor	p53null 39C kill	FH mod	PTAP-TSG101 blk	NTMT1 inh	B2AR arrestin ag	p53null 32C tox
CCOc1ccc(/C=C/c2nc(C#N)c(NCc3ccc(OC)cc3)o2)cc1	4%	?	-3%	2%	-11%	0%	-12%
CCOc1ccc(S(=O)(=O)N(CC(=O)NCCSCc2ccccc2)c2ccccc2)cc1	4%	18%	-1%	0%	10%	-1%	0%
COc1ccc(Cl)cc1Nc1ncnc2c1nc1n2CCCC1	0%	-11%	-13%	-4%	?	-1%	-12%
COc1cccc(-c2nc(SCC(=O)NCc3ccccc3)c3c(=O)n(C)c(=O)n(C)c3n2)c1	2%	8%	-9%	-7%	-13%	2%	5%
COc1ccc(C)cc1NC(=O)CN(C)S(=O)(=O)c1ccc2[nH]c(=O)oc2c1	0%	-13%	-10%	0%	8%	-1%	9%
Cc1ccc(NC(=O)CC(c2ccc(F)cc2)N2Cc3ccccc3C2=O)cc1C (stereo not drawn)	1%	6%	nt	-1%	nt	-1%	8%

Compound activity: PubChem, National Center for Advancing Translational Sciences (NCATS)
